# FBPA Giardia inh: Giardia lamblia aldolase inhibition | AID 2451 | Potency, µM (doses to about 59.6 µM), for the others: at the top dose activity, negative = inhibition, actives largely listed as inhibitors | purified Giardia FBPA | 0.71% of 290,000 active; note: potency is the fitted concentration of half-maximal effect; % is set by controls: 0 for no effect and ±100 for the full control effect; nearly all actives have a fitted effect of over 55% in size
# Target sequence (A8B2U2 whole entry, looked up): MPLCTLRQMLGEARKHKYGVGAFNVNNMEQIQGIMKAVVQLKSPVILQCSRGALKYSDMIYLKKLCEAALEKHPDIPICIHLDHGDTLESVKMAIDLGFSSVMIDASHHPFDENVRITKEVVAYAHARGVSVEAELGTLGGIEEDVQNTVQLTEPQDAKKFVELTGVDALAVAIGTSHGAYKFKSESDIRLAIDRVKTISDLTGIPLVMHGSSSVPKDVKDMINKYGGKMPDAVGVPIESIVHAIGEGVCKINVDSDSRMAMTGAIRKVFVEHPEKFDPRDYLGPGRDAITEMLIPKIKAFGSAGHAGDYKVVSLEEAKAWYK
#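 40 nM FBPA preincubated 10 min at RT with compound (up to 57.5 uM final), then substrate plus GAPDH/TPI/NAD/arsenate coupling and diaphorase/resazurin added. Fluorescence read after 20 min at RT, 525/598 nm.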
# Pf growth 96h: P. falciparum growth inhibition at 96 hours; P. falciparum luciferase reporter growth, 96 h; Potency, µM (titrated, usually from 28.7 µM), for the others: at the highest dose activity change, negative = inhibition, actives largely listed as inhibitors; 6.9% of 320,000 active; note: potency is the fitted concentration of half-maximal effect; % is set by controls: 0 for no effect and ±100 for the full control effect
#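 Plates of compound plus infected erythrocytes (2% hematocrit, 0.05% parasitemia final) incubate 96 hours, 37 C, 5% CO2. Detection reagent added; reduced luminescence from the parasites' luciferase reporter flags inhibition.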
# Shiga toxin inh: Shiga toxin inhibition; Vero cells, Shiga toxin protein synthesis inhibition reporter; inhibition, % at 38.7 µM; 9.2% of 290,000 active; AID 2315; in the data active = inhibition mostly above about 28%, no sharp cut-off; inactive = mostly below about 43%; note: 0% is about no effect
# Sm TGR inh: S. mansoni TGR enzyme inhibition | Q962Y6 | purified TGR, DTNB reduction, TNB absorbance 405 nm | Potency, µM (highest dose often 114 µM), for the others: at the top dose activity change, negative = inhibition, most hits filed as inhibitors | 3% of 360,000 active; note: potency is the fitted concentration of half-maximal effect; % is set by controls: 0 for no effect and ±100 for the full control effect; nearly all actives have a fitted effect of over 60% in size
#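 Kinetic colorimetric format: TGR-catalysed, NADPH-driven DTNB reduction monitored via TNB absorbance. Enzyme dispensed at 20 nM; compound exposure 15 min at room temperature before reaction start.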
# Cycloheximide cs: affects cycloheximide protein synthesis inhibition readout, counter-screen; cell reporter, cycloheximide protein synthesis inhibition counterscreen; 12% of 300,000 active; max response, %; in the data active = max response mostly above about 13%, no sharp cut-off; inactive = mostly below about 14%; note: read at 38.3 µM for the half of the compounds with a filed dose; 0% is about no effect
# Pf growth 48h: inhibits P. falciparum growth in the first generation, 48 h | P. falciparum luciferase growth in erythrocytes, 48 h | Potency, µM (series often up to 28.7 µM), without a hit: top-dose activity change, negative = inhibition, most hits filed as inhibitors | 5.9% of 310,000 active | AID 504832; note: potency is the fitted concentration of half-maximal effect; % is set by controls: 0 for no effect and ±100 for the full control effect
#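 Parasite viability was followed by luminescence of a genomically integrated firefly luciferase. Cultures held 0.1% parasitemia at 2% hematocrit (final), incubated under 5% CO2 at 37 C.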
# Starred values were filed as active, the others as inactive; ? = inconclusive; · = not tested or not shown; [ ] = remark or other dose. Unless noted, calls come from the whole dose curve; as a rule, active = well fitted curve in the direction sought with a large enough effect; inconclusive = small, poorly fitted or top-dose-only effect, or another doubt; inactive = no such curve, though single readings can be large; an effect the other way counts as inactive or inconclusive.
SMILES,FBPA Giardia inh,Pf growth 96h,Shiga toxin inh,Sm TGR inh,Cycloheximide cs,Pf growth 48h
Cc1ccc(S(=O)(=O)N2CCC(C(=O)N[C@H](C(=O)NCc3ccco3)C(C)C)CC2)cc1,8%,-27%,8,-1%,2,-10%
COc1cccc(C(C)NC(=O)Nc2cccc(C(F)(F)F)c2)c1 (stereo unspecified),-26%,53%[activator],-12,3%,-2,?
Nc1nonc1-n1nnc(C(=O)N/N=C/c2ccccc2Cl)c1CN1CCOCC1,·,32%[activator],-6,6%,1,1%
N/C(Cc1ccc(Cl)cc1Cl)=N\OC(=O)Cc1ccccc1,5%,-19%,22,-5%,20*,9%
O=C(N/N=C/c1cccc([N+](=O)[O-])c1)C1CC(=O)N(c2ccc(Cl)cc2)C1 (stereo unspecified),0%,24%,7,-2%,-2,?
CC(C)Nc1nc(Cl)nc(N(C#N)CN2C(=O)c3ccccc3C2=O)n1,3%,-9%,0,-2%,-2,7%
Cc1c(Cc2ccccc2)c(=O)oc2cc(OCC(=O)N[C@@H](Cc3ccccc3)C(=O)O)ccc12,1%,?,2,-3%,0,-27%
Cc1ccc(C2c3[nH]c4ccccc4c3C[C@H]3C(=O)N(c4ccccc4C(=O)NCCCN4CCOCC4)C(=O)N23)cc1 (stereo partly specified),14%,?,2,2%,-3,?
Nc1ccccc1-c1nnc(-c2ccc(-c3ccccc3)cc2)o1,4%,-52%,43*,5%,47*,·
O=C1CCN(S(=O)(=O)c2ccc(Cl)cc2)N1,-3%,91%[activator],-12,-7%,-5,-9%
O=C(OCc1c(Cl)cccc1Cl)c1cnccn1,3%,·,-2,-17%,-1,16%
COC(=O)C1=C(C)NC(C)=C(C(=O)NCCCN2CCC(c3ccccc3)(c3ccccc3)CC2)C1c1ccc([N+](=O)[O-])cc1 (stereo unspecified),-7%,·,-13,·,-8,·
COC(=O)N/N=C(\C)c1ccc(Br)cc1,0%,6%,-4,-3%,12,·
COc1cccc(CN2CCNC(=O)C2CC(=O)NC2CCOCC2)c1OC (stereo unspecified),·,-10%,-8,?,-3,-3%
CC1CCN(C(=O)N[C@@H](Cc2ccccc2)C(=O)O)CC1,-1%,-13%,21,?,1,19%
CC1CCCC(NC(=O)c2cccc(N3CCCC3=O)c2)C1C (stereo unspecified),7%,?,87*,0%,44*,161%[activator]
O=C(CN1CCN(c2ccccn2)CC1)Nc1ccccc1Br,8%,?,-5,2%,-2,5.2µM*
COc1ccc(N2Cc3ccc(OC)c(OC)c3C2=O)cc1,0%,101%[activator],76*,11%,48*,139%[activator]
Cc1ccc(NC(=S)Nc2c(C)n(C)n(-c3ccccc3)c2=O)cc1Cl,0%,?,29,?,-3,-10%
O=C(CSc1nc2c(sc3ccccc32)c(=O)n1CCCN1CCCC1)NCC1CCCO1 (stereo unspecified),-25%,?,-3,-1%,4,·
COC(=O)N/N=C/c1cc(Cl)cc(Cl)c1OCc1ccccc1,2%,-1%,4,4%,-5,9%
Cc1cccnc1NC(=S)NC(=O)c1oc2ccccc2c1C,?,37%[activator],79*,-1%,40*,80%[activator]
Fc1ccccc1-c1nc2ncccc2o1,2%,24%,58*,3%,23*,42%[activator]
COc1ccc(CNC(=O)C2CCN(C(=O)c3ccco3)CC2)cc1,-3%,?,-12,-2%,-6,1%
COC(=O)N/N=C(\C)c1cccc(C(F)(F)F)c1,6%,15%,34,2%,29*,0%
CCCCS(=O)(=O)N1CCCC(C(=O)Nc2ccc3c(c2)CCC3)C1 (stereo unspecified),·,-26%,-3,1%,-2,17%
COc1ccc(O)c(CN2CCC(n3nccc3NC(=O)c3ccccc3Cl)CC2)c1,·,-22%,-8,-25%,7,?
COc1ccc(C(=O)Cn2nnc(-c3ccccc3F)n2)cc1,0%,46%[activator],3,3%,12*,33%[activator]
CCN(CC)CCN(C(=O)C1=COCCO1)c1nc2cc3c(cc2s1)OCO3,2%,-2%,-8,8%,14,28%
Cc1ccc(S(=O)(=O)Nc2cccc(N(C)S(C)(=O)=O)c2)cc1[N+](=O)[O-],1%,71%[activator][5.75 µM],-6,0%,3,0%
O=C(CCN1CCOCC1)NNC(=O)Nc1cccc(Cl)c1,·,?,-13,2%,-2,2%
NC(=O)C1=C[C@@H](c2csc3ccccc23)C[C@@H](OCc2ccc(CO)cc2)O1,?,?,14,?,-3,?
CC(C)n1ncc2c(C(=O)O)cc(C3CC3)nc21,-22%,19%,-12,6%,-3,-2%
CC(C)(C)c1ccc(C(=O)N/C(=C\c2ccco2)C(=O)Nc2ccccc2C(=O)O)cc1,-19%,12%,60*,40µM*,31*,13%
NC(=O)SCC(=O)Nc1cccc(Cl)c1,-7%,?,4,4%,6,?
Cc1[nH]n(-c2ccccc2)c(=O)c1C=NCc1ccncc1,-3%,-3%,10,9%,11,21%

# The list goes on; the last 3 above are carried over.
SMILES,FBPA Giardia inh,Pf growth 96h,Shiga toxin inh,Sm TGR inh,Cycloheximide cs,Pf growth 48h
CC(C)(C)c1ccc(C(=O)N/C(=C\c2ccco2)C(=O)Nc2ccccc2C(=O)O)cc1,-19%,12%,60*,40µM*,31*,13%
NC(=O)SCC(=O)Nc1cccc(Cl)c1,-7%,?,4,4%,6,?
Cc1[nH]n(-c2ccccc2)c(=O)c1C=NCc1ccncc1,-3%,-3%,10,9%,11,21%
CCOC(=O)c1[nH]c2ccc(OC)cc2c1NC(=O)CCN1CCc2ccccc2C1,-6%,?,-8,0%,-3,-27%
C[C@H](OC(=O)n1ccnc1)[C@@H]1O[C@@]2(C)CCC[C@@H]1O2,·,13%,·,2%,·,2%
CC(NCc1ccccc1O)c1ccccc1 (stereo unspecified),0%,0%,-8,2%,0,?
N#CCC(=O)Nc1ccc(C(=O)N2CCN(S(=O)(=O)c3ccc4ccccc4c3)CC2)cc1,5%,?,-5,6%,-1,15µM*
Cn1c(CNC(=O)c2ccc3c(c2)OCO3)nnc1SCC(=O)Nc1ccccc1F,5%,0%,-3,-9%,1,0%
O=C(CCN1CCCCC1)N/N=C/c1c[nH]c2ccccc12,2%,17%,29,-1%,2,6%
CCOC(=O)Cn1nc(NC(=O)c2cc(OC)cc(OC)c2)cc1C,4%,1%,-9,2%,5,5%
N#C/C(=C\c1ccccc1C(F)(F)F)C(=O)Nc1ccccc1,3%,25%,-3,2%,17*,-20%
CCC(=O)Nc1cccc(NC(=S)NC(=O)c2ccccc2Cl)c1,-6%,?,37,?,25*,78%[activator]
COc1ccc(S(=O)(=O)N2CCCC(C(=O)NC3CCCCC3)C2)cc1 (stereo unspecified),3%,17%,-22,-13%,-1,-22%
COc1ccc(CCNC(=O)CCNC(=O)c2ccco2)cc1OC,·,-3%,-8,-8%,0,9%
Cc1ccc(C)c(N2N=C(C(=O)Nc3cccc(S(=O)(=O)N4CCCCC4)c3)CCC2=O)c1,·,4.7µM*,·,-4%,·,4.7µM*
CC(=O)NC(CCS(C)(=O)=O)C(=O)Nc1cc(C)ccc1C (stereo unspecified),2%,26%,-9,1%,-3,16%
COC(=O)CN1C(=O)[C@H]2[C@@H](c3ccc(C)o3)N3C(=O)CN(CCO)C(=O)[C@@]3(C)[C@H]2C1=O,0%,41%[activator],1,?,0,25%
O=C(CCn1nc(-c2ccc(Cl)cc2)c2ccccc2c1=O)NCCN1CCOCC1,·,58%[activator],-5,7%,-6,0%
NC(=O)c1cc([N+](=O)[O-])ccc1NCc1cccc(N)c1,·,?,·,-1%,·,?
O=C(CN1C(=O)c2ccccc2S1(=O)=O)NCc1ccc(F)cc1,·,?,-27,-21%,-3,12%
CC1(C)COCN1C(=O)c1ccc(C#N)cc1,-3%,46%[activator],-4,-3%,-2,-11%
CN1CCN(c2cc(C(F)(F)F)nc(-c3ccccn3)n2)CC1,-6%,-17%,3,6%,9,-1%
Cc1ccc(O)c(-c2cc(C(=O)Nc3ccc(S(=O)(=O)Nc4nccc(C)n4)cc3)[nH]n2)c1,-1%,?,-1,-13%,-2,?
CCOC(=O)c1oc2ccccc2c1CSc1nnnn1-c1ccccc1,-14%,·,-4,7%,-1,48%[activator]
CCCCC(=O)Nc1cccc(NC(=O)c2cccc([N+](=O)[O-])c2)c1,-7%,26%[5.75 µM],-3,7%,-7,-34%[1.15 µM]
CN(/N=C/c1cccs1)c1cc(=O)n(C)c(=O)[nH]1,-21%,22%,-3,0%,-5,5%
O=C(NCC1CCCO1)C1CCC(CNS(=O)(=O)c2ccccc2)CC1 (stereo unspecified),0%,-19%,-5,-5%,-3,3%
COc1ccc(CCNC(=O)CSCc2ccc([N+](=O)[O-])cc2)cc1,-4%,?,-6,-1%,-3,3%
CCOC(=O)C1=C(C)NC(C)=C(C(=O)OCC)C1C(=O)OCC(=O)NC,5%,20%,-2,-3%,1,-8%
CCOc1ccc(Nc2nnc(Cc3ccc(OC)cc3)c(=O)[nH]2)cc1,9%,0%,1,10%,2,-12%
CCCCCN(C(=O)CCC(=O)OCc1ccccc1F)c1c(N)n(CCCC)c(=O)[nH]c1=O,·,40%[activator],·,9%,·,?
CC1CCc2nc3ccccc3c(C(=O)OCC(=O)N3CCc4ccccc43)c2C1 (stereo unspecified),-4%,?,7,-2%,3,8.3µM*
O=C(NC1CCCCCC1)c1ccc[nH]c1=S,16µM*,?,41,-11%,14,10%
S=c1[nH]nc(COc2ccc(Cl)cc2)n1Cc1ccccc1,7%,96%[activator],-8,·,-3,12%
Cn1c(C(=O)NCCN2CCc3ccccc3C2)cc2c(=O)n(C)c3ccccc3c21,?,?,11,-8%,-2,·
COc1ccccc1-c1nn(Cc2ccccc2)cc1/C=C/C(=O)O,11%,18%,-3,11%,0,-1%
COC(=O)/C=C1/S/C(=N/N=C/c2ccc(N(C)C)cc2)NC1=O,6%,70%[activator],16,6%,1,17%
C#CCSc1nc(Cc2ccc(Cl)cc2)nc2ccccc12,7%,?,-15,6%,-1,-10%
O=C(Cc1ccccc1[N+](=O)[O-])Nc1ccc2c(c1)OCCO2,0%,?,89*,2%,55*,86%[activator]
O=C1CC(C(=O)NC2CCCCC2)C2(CCCCC2)O1 (stereo unspecified),-1%,14%,17,-2%,-2,18%
CS(=O)(=O)N(CCc1ccccc1)CC(=O)Nc1ccc(Br)cc1F,-2%,?,-5,-10%,-1,-3%
CCn1c(=O)n(CC)c2cc(N3CCCC3)c(NC(=O)c3ccc(C)c([N+](=O)[O-])c3)cc21,-1%,3%,24,-2%,-6,-25%
Cc1c(C(=O)OCC(=O)N2CCCC(C)C2)oc2ccccc12 (stereo unspecified),·,38%[activator],·,-1%,·,61%[activator]
CCn1c(SCC(=O)Nc2nc(-c3ccccc3)cs2)nnc1-c1ccccc1,-17%,?,3,6%,-4,-3%
O=C(CSc1nnc(-c2ccc(NS(=O)(=O)c3ccccc3)cc2)o1)NCC1CCCO1 (stereo unspecified),14%,·,22,2%,-1,?
Cc1cc(N/C=C/C(=O)c2cccc3ccccc23)no1,5%,·,27,12%,11,16%
COc1ccc(C(CC(=O)Nc2ccc(C)cn2)N2Cc3ccccc3C2=O)cc1 (stereo unspecified),10%,21%,5,-1%,1,?

# Entries of single compounds, looked up by structure:
# Profile of O=C(CSc1nnc(-c2ccc(NS(=O)(=O)c3ccccc3)cc2)o1)NCC1CCCO1 (stereo unspecified) = FBPA Giardia inh = 14%; Pf growth 96h = ·; Shiga toxin inh = 22; Sm TGR inh = 2%; Cycloheximide cs = -1; Pf growth 48h = ?
# Profile of CCOC(=O)c1oc2ccccc2c1CSc1nnnn1-c1ccccc1 = FBPA Giardia inh = -14%; Pf growth 96h = ·; Shiga toxin inh = -4; Sm TGR inh = 7%; Cycloheximide cs = -1; Pf growth 48h = 48%[activator]
# Profile of CC1(C)COCN1C(=O)c1ccc(C#N)cc1 = FBPA Giardia inh = -3%; Pf growth 96h = 46%[activator]; Shiga toxin inh = -4; Sm TGR inh = -3%; Cycloheximide cs = -2; Pf growth 48h = -11%

# Screening data deposited in PubChem BioAssay by National Center for Advancing Translational Sciences (NCATS).
